# High-throughput results from PubChem.
# IL-2 act: IL-2 activation | 360,000 compounds, 0.065% hits | AID 652025 | IL-2 activation reporter assay, cell-based qHTS; stimulated with anti-CD3/CD4/CD28 beads; in transgenic mouse T cells | activation, % (series mostly up to about 46 µM); in the data active means activation above about 50%; inconclusive means mostly about 30% to 49%; further: 0% is about no effect
#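 Unstimulated transgenic mouse T cells, 750 per well, received compound and, after 60 minutes, anti-CD3/anti-CD4 bead plus anti-CD28 stimulation. EGFP and DsRed were quantified after 18 hours.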
# ATXN2 expr inh: inhibitors of ATXN2 expression; Potency, µM (top dose mostly 57 µM), for the others: at the highest dose activity change, negative = inhibition, usual class: inhibitors; 360,000 compounds, 0.72% hits; AID 1745845; HEK-293 ATXN2-luciferase reporter, luminescence, 24 h; further: potency means the concentration at half of the fitted maximal effect; on the % scale 0 is the no-effect control and ±100 the full control effect; nearly all actives have a fitted effect of over 55% in size
#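 ATXN2-luciferase reporter cells (luciferase flanked by upstream and downstream ATXN2 gene portions) were treated 24 h at 37 °C with compounds at up to 57 uM. SteadyGlo luminescence gave expression; GF-AFC fluorescence gave viability.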
# Nrf2 activator: activators of Nrf2 (ARE) signaling. AREc32 ARE-luciferase reporter (MCF7-derived line), luminescence, 24 h. Potency, µM (highest dose often 46.1 µM), for inactives: at the top dose activation, hits mostly activators. 410,000 compounds, 0.31% hits; further: potency means the concentration at half of the fitted maximal effect; % of control where 0% means no effect; nearly all actives have a fitted effect of over 65% in size
#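 Cells of the AREc32 ARE-luciferase line are plated in OPTI-MEM containing 5% FBS and left overnight at 37 deg C. Compounds are pinned in, incubation continues 24 hr, and firefly luciferase signal is then measured.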
# ATXN viability: reduces viability in counter-screen for ATXN expression inhibitors. S2 cells (HEK-293 line with an ATXN2-luciferase reporter) viability, CellTiter-Fluor protease fluorescence, 24 h. Potency, µM (series often up to 56.7 µM), hits mostly cytotoxic. 400,000 compounds, 0.49% hits; further: potency means the concentration at half of the fitted maximal effect; nearly all actives have a fitted effect of over 40% in size
# TGFb SMAD3 inh: inhibitors of TGF-b signaling; HepG2 CAGA-GFP TGF-b/SMAD3 reporter, GFP fluorescence, 18 h; TGF-beta stimulated, 500 pg/mL final; Potency, µM (doses to about 46.1 µM), for inactives: at the highest dose activity, negative = inhibition, actives largely listed as inhibitors; 410,000 compounds, 1.2% hits; AID 588855; further: potency means the concentration at half of the fitted maximal effect; on the % scale 0 is the no-effect control and ±100 the full control effect; nearly all actives have a fitted effect of over 65% in size
#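 Inhibition of TGF-beta-driven CAGA-GFP reporter expression in HEPG2 cells is measured by cellular GFP fluorescence after 18 h stimulation with 500 pg/mL recombinant TGF-beta in 1% FBS medium at 37 degrees C.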
# A549 viability: kills or reduces viability of A549 cells in Nrf2 counter-screen | Potency, µM (top dose mostly 46 µM), without a hit: at the top dose activity change, negative = cytotoxicity, actives largely listed as inhibitors | A549 ARE-Fluc cells, CellTiter-Fluor viability, 18-24 h | 390,000 compounds, 0.16% hits; further: potency means the concentration at half of the fitted maximal effect; on the % scale 0 is the no-effect control and ±100 the full control effect
#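 A549 ARE-Fluc cells in 5% FBS OPTI-MEM, 5000 cells/well, rested 2 h then exposed to compounds in concentration-response for 18-24 h at 37 °C. Viability by CellTiter-Fluor fluorescence (Ex 405/Em 525) after 30 min; luciferase luminescence (BugLite, 15 min, RT) read afterwards.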
# HepG2 tox: counter-screen for TGF-b inhibitors: cytotoxicity in HepG2 cells; HepG2 CAGA-GFP viability, ATP luminescence, 18 h; AID 588856; Potency, µM (top dose mostly 46.1 µM), inactives show at the top dose activity change, negative = cytotoxicity, hits mostly cytotoxic; 410,000 compounds, 0.76% hits; further: potency means the concentration at half of the fitted maximal effect; some results filed as inactive show a strong effect at the top dose
#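 HepG2 CAGA-GFP cells (1000/well, DMEM with 1% FBS) received compound, then TGF-beta at 500 pg/mL final, and were incubated 18 hours at 37 degrees C. Viability was read by CellTiter-Glo luminescence. Media-only wells were set as complete cell-killing and DMSO as no toxicity.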
# Nrf2 inh: inhibitors of Nrf2 signaling; A549 ARE-Fluc reporter, luciferase luminescence, 18-24 h; Potency, µM (doses to about 46 µM), for the others: top-dose activity change, negative = inhibition, actives largely listed as inhibitors; 360,000 compounds, 2.1% hits; AID 504444; further: potency means the concentration at half of the fitted maximal effect; on the % scale 0 is the no-effect control and ±100 the full control effect; nearly all actives have a fitted effect of over 60% in size
#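 Cells were seeded and rested 2 h, then exposed to compounds for 18-24 h. CellTiter-Fluor was read first as a viability measure. BugLite was added 15 min before the final luminescent read of ARE-luciferase activity in A549 cells.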
# EPAC2 agonist: activates human EPAC2 exchange factor | Q8WZA2 | EPAC2 activation, biochemical qHTS; response scale: 100% = 6.5 mM cAMP response | Potency, µM (top dose mostly 154 µM), for the others: top-dose activation, most hits filed as activators | 360,000 compounds, 0.079% hits | AID 720711; further: potency means the concentration at half of the fitted maximal effect; nearly all actives have a fitted effect of over 50% in size
# Target sequence (Q8WZA2 whole entry, looked up): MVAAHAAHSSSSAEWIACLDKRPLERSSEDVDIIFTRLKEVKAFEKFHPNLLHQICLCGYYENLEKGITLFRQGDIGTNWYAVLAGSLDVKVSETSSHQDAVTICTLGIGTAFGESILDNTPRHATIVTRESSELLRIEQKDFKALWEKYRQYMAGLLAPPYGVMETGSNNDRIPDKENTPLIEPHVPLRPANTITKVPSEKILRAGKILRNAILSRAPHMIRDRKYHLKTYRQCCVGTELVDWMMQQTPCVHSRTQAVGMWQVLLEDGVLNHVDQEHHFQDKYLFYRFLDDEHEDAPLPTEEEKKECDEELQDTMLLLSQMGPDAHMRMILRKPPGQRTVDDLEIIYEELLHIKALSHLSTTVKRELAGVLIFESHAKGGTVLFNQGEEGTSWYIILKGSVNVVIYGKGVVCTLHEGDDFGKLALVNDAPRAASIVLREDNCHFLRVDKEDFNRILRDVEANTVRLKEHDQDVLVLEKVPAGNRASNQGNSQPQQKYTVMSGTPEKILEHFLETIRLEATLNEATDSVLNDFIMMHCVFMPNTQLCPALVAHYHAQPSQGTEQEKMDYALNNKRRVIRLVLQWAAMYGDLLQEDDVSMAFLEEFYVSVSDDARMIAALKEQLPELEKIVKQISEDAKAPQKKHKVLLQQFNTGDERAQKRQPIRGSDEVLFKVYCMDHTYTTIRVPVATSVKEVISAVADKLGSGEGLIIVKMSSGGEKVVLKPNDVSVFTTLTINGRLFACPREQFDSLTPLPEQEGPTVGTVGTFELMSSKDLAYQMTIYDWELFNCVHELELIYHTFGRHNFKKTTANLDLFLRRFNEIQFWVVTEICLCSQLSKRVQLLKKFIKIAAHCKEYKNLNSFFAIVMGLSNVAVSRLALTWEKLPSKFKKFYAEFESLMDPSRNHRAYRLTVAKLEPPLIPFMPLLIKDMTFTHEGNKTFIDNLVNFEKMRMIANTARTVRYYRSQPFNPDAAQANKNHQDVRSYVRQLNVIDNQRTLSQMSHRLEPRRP
#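 Compounds were added across a concentration range to EPAC2 (100 nM), RAP1B-BODIPY-GDP (250 nM) and GDP (50 uM). After 5 min at room temperature, fluorescence was recorded at 5-min intervals for 30 min.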
# Numbers without * were called inactive; i = inactive; ? = inconclusive; / = no result given; [ ] = another dose, or the depositor's remark. Unless noted, the call rests on the fitted dose curve; in most records, active means well fitted curve in the direction sought with a large enough effect; inconclusive means small, poorly fitted or top-dose-only effect, or another doubt; inactive means no such curve, though single readings can be large; an effect the other way counts as inactive or inconclusive. Rows were taken by chance. About 4.3% of those tested had a hit in this group.
SMILES,IL-2 act,ATXN2 expr inh,Nrf2 activator,ATXN viability,TGFb SMAD3 inh,A549 viability,HepG2 tox,Nrf2 inh,EPAC2 agonist
COc1cccc(-c2csc(N3CCN(C(=S)Nc4ccccc4C)CC3)n2)c1,-4.0,/,6.1%,i,?,-15%,-9%,-11%,8%
Cc1ccc(OCC(=O)NNC(=O)C(C)Sc2ncnc3sc(C)c(C)c23)cc1 (stereo not given),-2.2,-4%,-1.0%,i,-7%,-2%,1%,?,-5%
O=C(CNC(=O)N1CC(=O)Nc2ccccc21)NCCc1c[nH]c2ccccc12,-0.6,2%,2.8%,i,17%,3%,-3%,0%,7%
Cc1onc(-c2c(F)cccc2Cl)c1C(=O)Nc1nc2ccccc2[nH]1,0.6,-1%,?,i,?,3%,-12%,/,?
N#Cc1ccccc1OCC(=O)N1CC(=O)Nc2ccccc21,-0.7,/,-0.7%,i,-5%,/,-14%,/,12%
COCCn1c(=O)[nH]c2cc(C(=O)NCCN3CCN(c4ccccc4F)CC3)ccc2c1=O,1.9,-13%,0.0%,i,-3%,-6%,-17%,-1%,-5%
Cc1[nH]n(-c2cccc(Cl)c2)c(=O)c1/C=N/n1c(C)nc2ccccc2c1=O,3.8,-24%,3.4%,i,0%,-15%,-42%,-8%,-6%
CC(C)(O)C#Cc1ccc(CN2CCC(n3nccc3NC(=O)C3CC3)CC2)cc1,1.0,1%,-0.8%,i,-5%,3%,2%,2%,-1%
Cc1ccc(CN2CCSc3ccc(C(=O)Nc4ccc(F)cc4F)cc32)cc1,/,3%,7.8%,i,-9%,11%,-7%,3%,/
CC(C)c1ccc(-c2nn[nH]n2)cc1,-3.9,18%,-0.1%,i,0%,0%,-4%,17%,-5%
NC(=O)C1CCN(CC(=O)Nc2nc(-c3ccccc3)cs2)CC1,1.2,/,0.0%,i,6%,14%,-5%,5%,-1%
CN(Cc1nccs1)C(=O)C1CCC(=O)N(Cc2ccccc2F)C1 (stereo not given),-2.7,3%,0.1%,i,-8%,0%,-11%,5%,-8%
O=C(O)C1C2CCC(C2)C1C(=O)NCCc1cccc(Cl)c1 (stereo not given),0.4,2%,0.3%,i,19%,-1%,11%,0%,6%
CN1C2C=C3C(C#N)=C(N)C(C#N)(C#N)[C@@H](c4ccc(Cl)cc4)[C@@H]3C1CC2 (stereo not given in full),-0.5,-1%,1.6%,i,9%,-2%,-7%,/,-1%
CCOc1cc(C(=O)O/N=C(\N)c2ccccn2)cc(OCC)c1OCC,3.2,/,5.8%,?,3%,?,-1%,?,1%
CC1CCC(NC(=O)c2nn(C)c3c2CSc2ccccc2-3)CC1 (stereo not given),-2.7,21%,-0.5%,i,-1%,-11%,-6%,17%,8%
Cc1cc(C)c(C(=O)NCC(=O)c2ccccc2)c(C)c1,0.3,7%,0.3%,i,-22%,3%,1%,30%,4%
O=C(NCc1ccc2c(c1)OCO2)c1cc(S(=O)(=O)N2CCCCC2)ccc1F,-1.7,-4%,0.3%,i,-14%,15%,-19%,-12%,17%
CCOc1ncccc1C(=O)Nc1ccc(S(=O)(=O)N2CC(C)CC(C)C2)cc1 (stereo not given),-0.2,-6%,0.2%,i,7%,-22%,4%,-16%,-3%
Cc1ccc(CCNC(=O)c2cccc(Nc3nc4ccccc4nc3-n3nc(C)cc3C)c2)cc1,/,15%,-1.0%,i,?,0%,-10%,10%,/
O=C(Cc1ccc(F)cc1)Nc1ccc2[nH]ncc2c1,0.0,-4%,3.1%,i,?,0%,4%,3%,-3%
COCCN(CCOC)S(=O)(=O)c1ccc(Cl)nc1,-2.9,8%,0.0%,i,-2%,0%,-1%,4%,7%
Brc1ccc(-c2nnc(-c3cccc(Br)c3)o2)cc1,-0.6,23%,3.0%,?,3%,-6%,-1%,/,0%
O=C(NC1CCCCC1)C(c1ccc(F)cc1)N(C(=O)c1cccs1)c1ccc2c(c1)OCO2 (stereo not given),-2.2,-10%,-0.7%,i,-1%,-2%,-14%,1%,5%

# Retrieved by compound from the entries so far, two records:
SMILES,IL-2 act,ATXN2 expr inh,Nrf2 activator,ATXN viability,TGFb SMAD3 inh,A549 viability,HepG2 tox,Nrf2 inh,EPAC2 agonist
COCCN(CCOC)S(=O)(=O)c1ccc(Cl)nc1,-2.9,8%,0.0%,i,-2%,0%,-1%,4%,7%
CC1CCC(NC(=O)c2nn(C)c3c2CSc2ccccc2-3)CC1 (stereo not given),-2.7,21%,-0.5%,i,-1%,-11%,-6%,17%,8%

# The list goes on.
SMILES,IL-2 act,ATXN2 expr inh,Nrf2 activator,ATXN viability,TGFb SMAD3 inh,A549 viability,HepG2 tox,Nrf2 inh,EPAC2 agonist
Cc1ccc(C(=O)OCC(=O)Nc2cccc(S(=O)(=O)N3CCCCC3)c2)s1,-3.6,/,-0.3%,i,3%,/,2%,/,7%
CCOC(=O)[C@H]1[C@H]2COc3ccc(OC)cc3[C@@H]2N2C(=O)CN(CC3CCCO3)C(=O)[C@@]12C (stereo not given in full),0.0,9%,-0.3%,i,2%,-1%,0%,6%,6%
CC(C)(C)c1cc(NC(=O)CSc2nnc(NCc3ccccc3)s2)n(-c2ccccc2)n1,-2.6,-23%,0.2%,i,-22%,-21%,-6%,-28%,9%
O=C(Nc1cccc(Cl)c1)c1ccc(F)c(S(=O)(=O)NCc2cccs2)c1,-1.5,?,5.3%,i,10µM*,-11%,-31%,?,0%
Nc1nc2c(nnn2Cc2ccc(Cl)c(Cl)c2)c(=O)[nH]1,-2.2,-1%,-0.3%,i,-20%,5%,0%,-22%,9%
Cc1ccc2c(n1)CC(C)(C)C/C2=N\O,-0.1,1%,-0.6%,i,-11%,-5%,0%,16%,11%
COc1cccc(NC(=O)N(Cc2c[nH]c3ccccc23)C2CCCCC2)c1,/,2%,6.8%,?,?,1%,-35%,?,/
COc1cccc(C2=NOC(C(=O)NCCCn3ccnc3)C2)c1 (stereo not given),-0.5,4%,-0.7%,i,-16%,4%,-12%,1%,0%
Cc1cc(=O)oc2cc(OCc3ccc(S(=O)(=O)N4CCOCC4)cc3)ccc12,-2.0,-20%,-0.3%,i,-1%,6%,-17%,?,9%
Oc1ccc(Cc2ccccc2)c2cccnc12,-0.8,?,2.0%,i,-20%,9%,-5%,25%,24%
CN(c1nc(-c2ccccc2)cs1)C1CCS(=O)(=O)C1 (stereo not given),-1.2,0%,0.9%,i,34%[activator],-3%,0%,12%,7%
O=C(O)/C=C\C(=O)Nc1ccccc1C(=O)N1CCC(O)(c2ccc(Cl)cc2)CC1,0.4,-17%,0.2%,?,-2%,-3%,3%,-3%,0%
O=C(O)CCCCCNC(=O)Nc1ccc2c(c1)OCCO2,-0.3,21%,-0.4%,i,-29%,1%,6%,?,6%
CCc1nc2ccc(C(=O)NCCOc3ccc(OC)cc3)cn2c1N(C)Cc1ccc(OC)cc1,-0.7,0%,-0.5%,?,?,/,-34%,/,10%
CCCCN(C)CCNC(=O)c1c(C)oc2ncnc(N3CCOCC3)c12,/,/,0.3%,/,10%,1%,9%,?,/
FC(F)(F)c1nc2ccccc2n2c(-c3c(Cl)cccc3Cl)nnc12,-0.3,2%,0.2%,i,-17%,3%,-38%,/,-11%
CC(C)C(NC(=O)/C(=C/c1ccco1)NC(=O)c1ccc(Br)o1)C(=O)O (stereo not given),-1.1,/,0.3%,i,26%,-9%,0%,7%,11%
Oc1c(CN2CCN(c3ccccn3)CC2)cc(Cl)c2cccnc12,0.0,?,22%,i,?,?,-52%,/,27%
Cc1ccc(NS(=O)(=O)c2c(C)nc3sccn3c2=O)c(C)c1,-1.7,-22%,2.4%,i,-2%,-2%,-14%,20%,-1%
COc1ccc(-n2c(=S)[nH]c3cc(C(=O)NCc4ccco4)ccc3c2=O)c(OC)c1,-2.0,-21%,1.7%,i,-9%,-10%,-8%,?,12%
Cc1ccc2nc(NC(=O)c3ccc(Br)o3)sc2c1,-0.3,/,?,i,3%,-4%,-22%,?,5%
OCC[C@H]1C[C@H](O)[C@@H](O)[C@]2(Cc3ccccc3O2)O1,-3.2,1%,-0.7%,i,-2%,-2%,-18%,10%,5%
Cc1cc(Nc2cccc([N+](=O)[O-])c2)n2c(nc3ccccc32)c1C#N,0.5,8.9µM*,3.9%,?,1.6µM*,?,-40%,10µM*,0%
O=C(NC1CCN(C(=S)Nc2ccc(Cl)cc2)CC1)C1CCCCC1,1.2,-8%,0.2%,i,-22%,3%,-14%,-6%,20%
O=C(C[n+]1ccccc1)c1ccc(Cl)cc1,0.1,/,0.5%,i,-5%,-2%,1%,-11%,1%
CCCCc1ncc(CN2CCC(n3nccc3NC(=O)c3ccccc3Cl)CC2)[nH]1,-2.3,-13%,0.1%,i,3%,12%,0%,-11%,-10%
O=C(NN=C(Cc1ccccc1)Cc1ccccc1)c1ccccc1O,0.2,-6%,6.0%,i,6%,-7%,-17%,?,-1%
CC(=O)N1CCN(S(=O)(=O)c2cccc(C(=O)Nc3nc4c(s3)CCCC4)c2)CC1,-0.2,-7%,6.3%,i,?,-15%,-2%,?,0%[15.6 µM]
COCCNC(=O)C1CCCN(C(=O)c2csc3ccccc23)CC1 (stereo not given),0.0,16%,-0.2%[9.22 µM],i,22%,/,1%,/,-2%
COc1ccc(-n2nnnc2C2CCN(S(=O)(=O)c3ccc(C(C)(C)C)cc3)CC2)cc1,/,/,-0.6%,/,?,0%,-5%,9%,/

# Some values from the list:
# Entry of O=C(C[n+]1ccccc1)c1ccc(Cl)cc1 under IL-2 act: 0.1
# Entry of O=C(NN=C(Cc1ccccc1)Cc1ccccc1)c1ccccc1O under EPAC2 agonist: -1%
